Screening results deposited in PubChem BioAssay by several laboratories.
HIF-2a block: blocks HIF-2a reporter activity; 786-0 RCC cells HIF-2a reporter, luciferase luminescence, overnight; 360,000 compounds, 0.72% hits; inhibition, % at 18.8 µM;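 active = inhibition of the luminescence signal of 40% or more relative to plate controls, in a single-dose primary screen at 18.75 µM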
KKLEB tox: counter-screen for CF NF-kB inhibitors: cytotoxicity; KKLEB CF airway cells viability, ATPlite luminescence, overnight; stronger effect = lower value; cells stimulated with P. aeruginosa culture filtrate; activity change (cytotoxicity), % at 5 µM; 360,000 compounds, 0.36% hits; AID 602141;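 active = corrected activity change at or below -50% at 5 µM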
Peg3 prom inh: reduces Peg3 promoter-driven luciferase expression in HeLa; 360,000 compounds, 1.7% hits; inhibition, % at 20 µM; HeLa PEG-Prom luciferase reporter, luminescence, overnight;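 active = inhibition of at least 50% at 20 µM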
CaV13 ICDI inh: Primary screen for inhibitors of IQ motif and Ca2+-dependent inactivation inhibitor domain binding in CACNA1D, Förster resonance energy transfer in living cells, …; HEK cells, CFP/YFP FRET ICDI-IQ, plate reader, 10 min; percent FRET-ratio fall versus neutral wells; inhibition, % at 12.3 µM; 340,000 compounds, 0.098% hits;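 active = mean replicate inhibition of at least 30% and at least 1% of replicates passing that level; inconclusive = only one of the two criteria is met; inactive = neither criterion is met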;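 note: 0% = median of the neutral control wells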
Vif imaging: HIV Vif inhibition; 340,000 compounds, 0.35% hits; inhibition, % at 7.49 µM; AID 602346; HEK293T cells, Vif self-association by quenched fluorescence, imaging, 24 h; in the data active = inhibition above about 50%, passing the limit was not always enough; inconclusive = no clear call, values can overlap the other calls; inactive = below about 31%; note: some results filed as inactive read as strong as hits
MITF TRPM1 inh: MITF TRPM1 promoter inhibition in SK-MEL-5 cells; SK-MEL-5 TRPM1 promoter luciferase, 24 h; AID 488899; inhibition, % at 12.5 µM; 330,000 compounds, 0.83% hits;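 active = mean inhibition across replicates of 60% or more, whatever share of single replicates reaches that level; inconclusive = some that reach 60%, reason not given; inactive = mean inhibition across replicates below 60%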; note: values of inactives mirror those of a sister screen read the other way
PDI turbidity: inhibitors of human protein disulfide isomerase; AID 588391; inhibition, % at 10 µM; P07237; PDI insulin aggregation turbidity, A650, 90 min; 350,000 compounds, 0.052% hits;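 active = mean inhibition across replicates of 30% or more, whatever share of single replicates reach that level; inconclusive = mean inhibition below 30% while every single replicate reaches 30%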;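 note: absorbance from insulin aggregation driven by PDI reduction with DTT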
Target sequence (P07237 whole entry, looked up): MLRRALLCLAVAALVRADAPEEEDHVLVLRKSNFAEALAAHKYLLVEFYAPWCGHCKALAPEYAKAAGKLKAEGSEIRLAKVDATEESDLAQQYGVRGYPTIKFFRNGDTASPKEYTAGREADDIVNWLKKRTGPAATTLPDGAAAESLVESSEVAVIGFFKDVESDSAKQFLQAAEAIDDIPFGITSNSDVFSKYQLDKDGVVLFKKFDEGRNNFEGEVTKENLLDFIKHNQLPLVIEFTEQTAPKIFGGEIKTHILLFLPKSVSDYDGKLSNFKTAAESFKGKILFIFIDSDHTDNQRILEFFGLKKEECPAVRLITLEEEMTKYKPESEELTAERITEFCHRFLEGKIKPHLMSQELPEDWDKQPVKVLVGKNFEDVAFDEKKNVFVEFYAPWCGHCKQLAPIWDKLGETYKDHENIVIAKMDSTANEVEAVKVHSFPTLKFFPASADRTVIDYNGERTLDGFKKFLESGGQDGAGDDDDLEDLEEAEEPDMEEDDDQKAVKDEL
Shn3 3UTR inh: reduces Shn3 3'UTR luciferase signal in osteoblasts; Clone20 osteoblast Shn3 3'UTR firefly luciferase, 24 h; inhibition, % at 12.5 µM; 360,000 compounds, 0.52% hits; AID 588674;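 active = mean inhibition of at least 75% with every replicate also reaching 75%; inconclusive = mean inhibition at least 75% but some replicate below; inactive = mean inhibition below 75%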;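 note: 0% = median of neutral control wells and 100% = pilot-screen positive control compound; some compounds past the cut are filed as inactive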
NR2E3 ag-1: human photoreceptor-specific nuclear receptor agonism; Q9Y5X4; CHO-S Gal4-NCOR/VP16-NR2E3 two-hybrid, luciferase; inhibition of corepressor binding, % at 3.98 µM; 360,000 compounds, 0.35% hits; AID 602229;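 active = inhibition above the mean of all tested compounds plus 3 SD, cut at about 70% in these data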;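 note: 0% = DMSO with NR2E3 transfected cells and 100% = cells lacking NR2E3 construct; higher means lower luciferase signal from less NR2E3 corepressor binding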
Target sequence (Q9Y5X4 whole entry, looked up, the tested form may be a part): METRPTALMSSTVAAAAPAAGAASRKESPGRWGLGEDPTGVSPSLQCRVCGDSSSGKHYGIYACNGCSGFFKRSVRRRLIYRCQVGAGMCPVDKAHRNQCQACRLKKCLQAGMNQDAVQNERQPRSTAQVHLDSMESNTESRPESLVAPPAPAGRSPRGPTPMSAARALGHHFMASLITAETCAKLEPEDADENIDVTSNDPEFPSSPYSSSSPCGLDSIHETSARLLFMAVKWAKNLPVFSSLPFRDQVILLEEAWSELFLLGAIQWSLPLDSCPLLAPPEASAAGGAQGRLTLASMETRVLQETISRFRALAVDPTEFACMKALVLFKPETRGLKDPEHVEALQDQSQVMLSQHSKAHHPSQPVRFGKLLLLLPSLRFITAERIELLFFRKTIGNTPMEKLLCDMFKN
NR2E3 ag-2: agonists of human nuclear receptor NR2E3 | 320,000 compounds, 0.12% hits | inhibition of corepressor binding, % at 4.78 µM | AID 2300 | GST-NR2E3/biotin-RetCOR TR-FRET, 1536-well | Q9Y5X4;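 active = percent inhibition above the cutoff of mean plus 3 SD of all tested compounds, set per screening campaign, cut at about 20% in these data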;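 note: 0% = DMSO wells and 100% = biotin wells as full block of FRET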
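Format: 1536-well format; test system: GST-NR2E3 and biotin-RetCOR proteins; read-out basis: percent inhibition of TR-FRET ratio; timing: 5 h incubation at 4 °C; detection: time-resolved FRET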
CF NFkB block: blocks PAF-induced NF-kB reporter in cystic fibrosis cells | KKLEB NF-kB-GFP reporter, GFP fluorescence overnight | inhibition, % at 5 µM | 360,000 compounds, 0.86% hits;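 active = at least 50% inhibition at 5 µM, scaled per plate between neutral and stimulator controls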;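 note: PAF is a Pseudomonas aeruginosa culture filtrate used as stimulus; plate controls were PAF-stimulated DMSO wells for no effect and unstimulated DMSO wells for full effect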
The depositor's hits bear a star; ? = inconclusive; / = no result given.

mol	HIF-2a block	KKLEB tox	Peg3 prom inh	CaV13 ICDI inh	Vif imaging	MITF TRPM1 inh	PDI turbidity	Shn3 3UTR inh	NR2E3 ag-1	NR2E3 ag-2	CF NFkB block
CC(C)c1ccc(NC(=O)CCCC(=O)NCCc2ccccc2)cc1	2	-13	9	-5	-5	7	11	-8	0	3	12
NC(=O)c1nc(C(=O)N2CCCCC2)c2ccccc2n1	12	-5	-4	-11	-4	-11	-3	17	-5	0	0
COc1cccc(/C=C2/Oc3ccccc3N(CC(=O)NCC3CCCO3)C2=O)c1 (configuration not stated)	-28	-4	-21	/	-7	-13	0	0	-19	0	19
COc1ccc(/C=C(/NC(=O)c2ccc(C)cc2)C(=O)N2CCCC2)cc1OC	10	-3	-1	-4	34	-6	-1	-16	-10	0	7
Cc1ccc(C)c(NC(=O)COC(=O)CCCN=C2NS(=O)(=O)c3ccccc32)c1	6	-12	4	-16	1	-13	12	7	-19	-2	12
O=C(c1cccc(Oc2c(Cl)cccc2[N+](=O)[O-])c1)N1CCCCC1	3	10	21	9	-6	-2	-3	-8	2	-1	8
OC[C@@H]1CN(C2CCCC2)C[C@H](n2cnc3c(NC4CC4)ncnc32)O1	13	-1	5	-8	13	/	-3	-7	-19	/	-7
CCN(CC)CCCn1c2c(c(SCC(=O)Nc3cccc4ccccc34)nc1=O)CCC2	10	7	-16	-7	-6	1	7	-9	-35	3	-14
Cc1onc(-c2ccccc2)c1-c1ccc(S(N)(=O)=O)cc1	-5	21	10	-5	-8	8	1	-1	1	7	2
CN(Cc1ccccc1)C(=O)c1ccc(NC(=O)Cc2cccc(NC(=O)C3CCCN(C(=O)C4CCCC4)C3)c2)cc1 (configuration not stated)	-4	20	1	-4	16	13	2	-4	-18	3	-1
O=S(=O)(Cc1nnnn1-c1ccccc1)c1ccccc1	14	6	10	/	3	-15	7	-18	-12	2	4
NS(=O)(=O)c1ccc(CNc2nc(-c3cccnc3)nc3ccccc23)cc1	1	-6	-59	-4	-5	7	-4	15	-24	1	-13
Cc1cccc(CSC2=NCCN2S(=O)(=O)c2ccc(F)cc2)c1	8	2	31	/	-12	21	-3	6	-12	2	-5
CCOC(=O)c1ccc2[nH]c3c(c2c1)CCCC3	-186	-9	-179	-3	19	-61	-7	-130	-84	1	0
CCN(CC)c1nc(OCCNC(=O)Nc2ccccc2)nc(N(CC)CC)n1	32	3	23	/	-7	-20	1	9	-19	-4	9
COc1cc(/C=N/c2oc(-c3ccccc3)cc2C#N)ccc1O	-47	1	-52	-8	7	-17	-5	-19	11	-3	-8
CCOC(=O)c1c(NC(=O)COC(=O)Cc2n[nH]c(=O)c3ccccc23)sc(C(=O)N(C)C)c1C	7	-1	15	-5	-5	17	-8	3	-17	1	-4
Cc1cccc(C)c1NC(=O)Nc1nnc([C@H]2C[C@H](O)[C@@H](CO)O2)s1	14	-12	3	-6	?	/	16	5	11	/	28
CCCCC1=CC2=CC(=O)C(C)(OC(=O)CC)C(=O)C2=CO1 (configuration not stated)	15	-5	-7	-6	0	17	2	3	-13	1	11
CC(=O)Nc1ccc(-c2csc(Nc3ccc(S(N)(=O)=O)cc3)n2)cc1	15	5	8	-2	-1	0	4	-2	5	0	11
C[C@]12c3[nH]c4cc(-c5ccco5)ccc4c3CCN1C(=O)[C@@H](CC(=O)NCCC1=CCCCC1)C[C@@H]2C(=O)N1CCCCC1	0	-19	10	-6	-9	9	4	10	-13	/	35
COc1ccc(NC(=O)NNC(=O)CCC(=O)Nc2ccccc2Cl)cc1	9	-2	7	-9	10	14	4	-16	-5	0	3
CCC1(CC)NC(=O)N(CC(=O)OCn2nnc3ccccc3c2=O)C1=O	-2	-6	2	-5	9	-5	3	9	-9	1	0
FC(F)(F)c1cccc(Nc2ncnc3ccccc23)c1	-72	-9	-38	-5	-19	1	2	13	-10	1	0
CCOC(=O)C1=C(C(=O)OCC)N(CC2CCCCC2)CCC1=O	7	-5	-5	-5	-10	-4	0	5	-27	/	3
CCCCCCNCCn1cnc2c(N)ncnc21	12	-1	-8	-5	-11	-11	-1	-11	-20	-1	3
CC(=O)NC(CC(=O)NCCc1ccccc1)c1ccccc1 (configuration not stated)	2	-3	-4	-7	-10	-2	11	7	4	/	-2
CN(c1ccccc1)c1nc(N)c([N+](=O)[O-])c(NCCO)n1	15	-3	21	-5	-4	-11	2	18	7	2	4
COc1cc(/C=C/C(=O)O)ccc1S(=O)(=O)N1CCCc2ccccc21	13	4	-7	-4	96*	3	-14	-10	6	4	-14
COc1ccc(C(=O)N/C(=C\c2cn(C)c3ccccc23)C(=O)N2CCOCC2)cc1	8	0	10	-5	3	11	6	14	13	0	-6
CNc1nc(NCc2ccccc2)c2ccccc2n1	9	-1	-1	-19	-6	14	-1	35	-25	0	-22
O=C(CCN1C(=O)/C(=C/c2ccccc2Cl)SC1=S)Nc1ccccn1	-1	-6	-47	-7	0	7	-6	-8	-24	-2	-12
CC(OC(=O)c1ccc(S(=O)(=O)N2CCCCC2)cc1)C(=O)NC1CCCCC1C (configuration not stated)	11	2	14	-5	1	-2	-5	2	-24	0	-14
COc1ccccc1NC(=O)Cn1c(=O)n(C)c(=O)c2sc3c(c21)COC(C)(C)C3	9	-4	11	-2	-7	2	3	-2	19	1	-26
CC1=C(C(N)=O)C(c2cccs2)n2ncnc2N1 (configuration not stated)	6	0	-4	-7	-5	10	2	-2	-7	2	12
CCN(C[C@H]1N[C@@](C)(C(=O)OC)[C@H]2C(=O)N(C)C(=O)[C@@H]12)S(=O)(=O)c1ccc(C(F)(F)F)cc1	-6	4	1	-4	/	-15	-1	-19	-24	/	4

Next section:
Below each compound: HIF-2a block, KKLEB tox, Peg3 prom inh, CaV13 ICDI inh, Vif imaging, MITF TRPM1 inh, PDI turbidity, Shn3 3UTR inh, NR2E3 ag-1, NR2E3 ag-2, CF NFkB block
> Cc1ccc(-c2ccc(C(=O)Nc3cccc(F)c3)o2)c2ccccc12
 : -70, -14, -16, -10, 2, -22, 11, -9, -57, 0, 10
> O=C(c1ccc2ccccc2c1O)N1CCCCC1
 : -75, -11, -133, -5, 1, /, -1, -15, -39, /, 34
> CCCCCC(=O)N1CCN(c2ccc(C(C)=O)cc2F)CC1
 : -13, 7, -9, -10, -9, 6, /, 4, 14, 1, -8
> Cc1ccccc1NC1=CC(=O)CC(C)(C)C1
 : 12, 5, 13, -4, 31, -4, 3, -21, 5, 0, 5
> Cc1c(OCC(=O)NCc2cccnc2)ccc2c3c(c(=O)oc12)CCC3
 : -48, -4, -62, -3, -7, -1, 1, -4, -8, 0, 3
> COc1ccccc1CN1C(=O)CNC1=S
 : 4, 14, -12, /, -2, -11, -9, -4, -13, 1, -22
> COCCNc1oc(-c2ccc(Cl)cc2)nc1C#N
 : -227, -9, -185, -3, -6, -80, 6, -24, -30, /, 15
> CCOc1ccc2nc(NC(=O)CSc3nc4ccccc4c(=O)n3Cc3ccco3)sc2c1
 : 7, -24, 11, -5, 0, -2, -2, 5, 9, -1, 23
> O=C1NC(=O)c2cc3ccccc3cc21
 : -29, 8, -7, -5, 11, -1, -1, 2, -5, 0, -46
> CCOC(=O)c1ccc(S(=O)(=O)N2CCN(C(=O)CSc3nc4ccccc4o3)CC2)cc1
 : 21, -1, 30, -20, 1, 10, 3, 3, 10, -2, -3
> O=S(=O)(Nc1ccc(N=Nc2ccc(O)c3ccccc23)cc1)c1ccccc1
 : -1, 4, 25, -3, -9, 10, -5, -16, -36, -2, -12
> C=CCn1c(SCC(=O)Nc2ccc3c(c2)OCO3)nnc1-c1ccccc1
 : -6, 3, -5, -5, -3, 0, 19, 26, -7, -1, 6
> Cc1c(CCOC(=O)C23CC4CC(CC(C)(C4)C2)C3)sc[n+]1Cc1ccccc1
 : 1, -14, 3, -9, -5, 24, 6, 29, 31, 0, 20
> O=C(/C=C/c1ccc(-c2ccccc2[N+](=O)[O-])o1)c1ccc(Br)cc1
 : -33, -3, 20, -6, 11, 10, 5, -4, -24, 0, -7
> CC1(C(=O)Nc2ccc3c(c2)OCO3)Cc2c(-c3ccc4c(c3)OCO4)ccnc2O1 (configuration not stated)
 : 8, -18, 6, -6, /, /, 2, -5, -25, /, 26
> CC(C)(C)OC(=O)Nc1ccc([C@H](NC(=O)OC(C)(C)C)C(=O)OC(C)(C)C)cc1
 : 4, -8, 6, -4, 1, 12, -5, -7, -39, 2, 7
